# Bioassay records (PubChem)
# TNAP activation fold = stimulation of alkaline phosphatase TNAP activity – biochemical, luminescent, no phosphate acceptor, uHTS, primary screen (AID 1001). activation fold at 20 µM, or EC50 in µM where a hit was titrated. purified TNAP, luminescent activation assay, no phosphate acceptor; higher activation fold means a stronger effect. 200,000 compounds, 0.03% hits; in the data active = activation fold from about 3, or a potency from the dose series; inactive = the rest, 99 in 100 with activation fold below about 1.6; note: many of its hits are not listed in these tables
# XIAP displacement = XIAP antagonists, biochemical, IAP family, fluorescence polarization (AID 1018); XIAP BIR domain, fluorescence polarization peptide displacement; higher % means a stronger effect; one-dose displacement, % at 20 µM; IC50 in µM for titrated hits; 200,000 compounds, 0.007% hits; in the data active = displacement above about 50%; note: a part of the inactive calls stands beside numbers as strong as those of hits
# LYP phosphatase = inhibitors of LYP phosphatase, biochemical, fluorescence intensity, uHTS (AID 1779); recombinant LYP phosphatase, fluorescence intensity; higher % means a stronger effect; inhibition, % at 11.5 µM, or IC50 in µM where a hit was titrated; 290,000 compounds, 0.054% hits;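 note: plate controls were vehicle with enzyme for no effect and no enzyme for full effect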
# human PMI inhibition = inhibitors of human PMI, primary screen, biochemical, fluorescence intensity, coupled assay (AID 1209) | purified PMI enzyme, coupled fluorescence intensity; higher % means a stronger effect | one-dose inhibition, % at 20 µM; IC50 in µM for titrated hits | 190,000 compounds, 0.42% hits;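 note: plate controls were DMSO vehicle for no effect and wells lacking substrate for full effect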
# P. falciparum M1AAP = malaria alanyl aminopeptidase activity blockers – biochemical, fluorogenic H-Leu-NHMec substrate, 1536-well (AID 1445) | recombinant M1AAP, H-Leu-NHMec fluorogenic kinetic assay; higher % means a stronger effect | inhibition, % at 30 µM, or IC50 in µM where a hit was titrated | 220,000 compounds, 0.42% hits;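 active = primary inhibition above the hit cutoff, then over 50% inhibition at one or more dose response concentrations, cut at about 23% in these data, passing the limit was not always enough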;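 note: plate controls were DMSO full reaction for no effect and no enzyme background for full effect; strong numbers were not always called active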
# PMI inhibition = human PMI inhibitors, high substrate, primary screen, biochemical, fluorescence intensity, high mannose 6-phosphate (AID 1220) | recombinant PMI enzyme, coupled fluorescence intensity; higher % means a stronger effect | inhibition, % at 20 µM, or IC50 in µM where a hit was titrated | 190,000 compounds, 0.66% hits
# WT yeast gro inh = growth inhibition of WT yeast, mitochondrial fusion screen; 190,000 compounds, 2.1% hits; AID 1362; mitochondrial fusion phenotypic screen, WT strain; inhibition, % at 10 µM; in the data active = inhibition above about 58%; tested in S. cerevisiae
# Yfh1-off respiration = enhancers of respiration in Yfh1-depleted yeast, dose response, Friedreich's ataxia, plus single-dose screen (AID 1465); fold induction at 50 µM; hits with a dose series show EC50 in µM; 220,000 compounds, 0.074% hits; S. cerevisiae Yfh1-off respiration, WST-1 reduction, 72 h; higher fold induction means a stronger effect;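 active = fold induction of absorbance versus untreated yeast above a set limit, then at least 30% activation at any dose in follow-up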;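 note: activators that raise dye reduction in frataxin-depleted yeast; strong numbers were not always called active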
# M17LAP inhibition = P. falciparum M17LAP inhibitors, primary screen, biochemical, fluorogenic H-Leu-NHMec substrate, 1536-well (AID 1619). recombinant M17LAP, H-Leu-NHMec fluorogenic kinetic assay; higher % means a stronger effect. inhibition, % at 30 µM, or IC50 in µM where a hit was titrated. 220,000 compounds, 0.38% hits;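 active = compound inhibiting the enzyme by more than half at any dose during confirmatory dose-response retesting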;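 note: plate controls were full reaction with DMSO carrier for no effect and no enzyme background for full effect; strong numbers were not always called active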
# WT yeast gro inh mutant strain = second read-out of WT yeast gro inh, no call of its own (marks repeat the call); inhibition, %; mitochondrial fusion phenotypic screen, mutant strain inhibition
# An asterisk follows results filed as active; i = inactive; / = no result given. Cut-off read from the data, not from the text of the source, unless noted: active = inhibition above about 50%; inactive = the rest.
mol,TNAP activation fold,XIAP displacement,LYP phosphatase,human PMI inhibition,P. falciparum M1AAP,PMI inhibition,WT yeast gro inh,WT yeast gro inh mutant strain,Yfh1-off respiration,M17LAP inhibition
O=C(CSc1nc2c(sc3ccccc32)c(=O)n1CCCN1CCCC1)NCC1CCCO1 (stereo not given),1.1,-1.0%,-9%,-1%,5%,-8%,-3,16,i,-7%
CC(C)Nc1nc(Cl)nc(N(C#N)CN2C(=O)c3ccccc3C2=O)n1,1.1,-2.6%,-5%,-22%,-3%,-19%,1,-9,i,5%
O=C(N/N=C/c1cccc([N+](=O)[O-])c1)C1CC(=O)N(c2ccc(Cl)cc2)C1 (stereo not given),1,-2.0%,-12%,-3%,9%,-5%,-14,11,i,5%
Nc1ccccc1-c1nnc(-c2ccc(-c3ccccc3)cc2)o1,1,-2.9%,-6%,7%,-2%,3%,5,-17,/,-18%
O=C1CCN(S(=O)(=O)c2ccc(Cl)cc2)N1,1.1,-2.9%,1%,-1%,4%,1%,1,-8,i,64%
O=C(OCc1c(Cl)cccc1Cl)c1cnccn1,1.1,-4.1%,0%,1%,-4%,-1%,24,16,i,1%
Cc1ccc(S(=O)(=O)Nc2cccc(N(C)S(C)(=O)=O)c2)cc1[N+](=O)[O-],1,-8.7%,-8%,1%,-3%,0%,3,10,i,3%
CC(C)n1ncc2c(C(=O)O)cc(C3CC3)nc21,/,/,-3%,/,3%,/,/,/,i,-7%
NC(=O)C1=C[C@@H](c2csc3ccccc23)C[C@@H](OCc2ccc(CO)cc2)O1,/,/,-2%,/,3%,/,/,/,i,-2%
O=C(CCN1CCCCC1)N/N=C/c1c[nH]c2ccccc12,/,/,1%,/,7%,/,/,/,i,17%
COc1ccc(S(=O)(=O)N2CCCC(C(=O)NC3CCCCC3)C2)cc1 (stereo not given),1.1,-9.7%,-12%,-7%,6%,9%,-5,-3,i,4%
N#C/C(=C\c1ccccc1C(F)(F)F)C(=O)Nc1ccccc1,1.2,-7.5%,-3%,10%,10%,-2%,17,21,i,4%
CC(=O)NC(CCS(C)(=O)=O)C(=O)Nc1cc(C)ccc1C (stereo not given),1,-4.9%,-6%,6%,3%,0%,3,4,i,-8%
NC(=O)SCC(=O)Nc1cccc(Cl)c1,1.2,-12%,0%,7%,8%,-7%,20,16,i,24%
CCOC(=O)c1[nH]c2ccc(OC)cc2c1NC(=O)CCN1CCc2ccccc2C1,1.1,-6.7%,-2%,2%,4%,-3%,-2,-4,i,-15%
COc1ccc(CCNC(=O)CSCc2ccc([N+](=O)[O-])cc2)cc1,1.2,-2.2%,0%,-6%,8%,-3%,5,16,i,14%
CCOC(=O)C1=C(C)NC(C)=C(C(=O)OCC)C1C(=O)OCC(=O)NC,1.1,-6.9%,-6%,-1%,1%,-3%,17,-2,i,-10%
O=C(NCC1CCCO1)C1CCC(CNS(=O)(=O)c2ccccc2)CC1 (stereo not given),1.1,1.3%,-2%,12%,5%,3%,13,6,i,7%
O=C(NC1CCCCCC1)c1ccc[nH]c1=S,0.9,-5.6%,-7%,11%,-2%,9%,3,21,i,34%
CC1CCc2nc3ccccc3c(C(=O)OCC(=O)N3CCc4ccccc43)c2C1 (stereo not given),1,-20%,5%,8%,-2%,13%,1,-6,i,3%
S=c1[nH]nc(COc2ccc(Cl)cc2)n1Cc1ccccc1,0.9,-1.9%,-7%,5%,6%,0%,10,27,i,7%
CN1CCN(c2cc(C(F)(F)F)nc(-c3ccccn3)n2)CC1,1.1,-8.0%,-9%,-2%,3%,3%,16,8,i,-8%
CCOC(=O)c1oc2ccccc2c1CSc1nnnn1-c1ccccc1,1.1,-7.7%,-4%,21%,0%,11%,9,-6,i,0%
CN(/N=C/c1cccs1)c1cc(=O)n(C)c(=O)[nH]1,1.1,-3.1%,-3%,4%,10%,10%,-2,-10,i,52%
O=C(Cc1ccccc1[N+](=O)[O-])Nc1ccc2c(c1)OCCO2,1.1,-7.6%,-6%,2%,5%,-3%,-15,-6,i,9%
C#CCSc1nc(Cc2ccc(Cl)cc2)nc2ccccc12,1,-4.6%,-4%,-12%,5%,-3%,-15,-2,i,-6%
O=C1CC(C(=O)NC2CCCCC2)C2(CCCCC2)O1 (stereo not given),1.1,-6.8%,-8%,9%,-2%,-2%,1,0,i,-10%
CCN(CC)c1ccc(CN2CCCCCC2)cc1,1.1,-4.4%,-5%,1%,2%,14%,10,3,i,-8%
Cc1ccc(C(=O)Nc2ncc(Cc3ccc(SC(F)F)cc3)s2)cc1,1.2,-6.8%,-5%,6%,7%,8%,-1,0,i,3%
CCOC(=O)c1cn(Cc2c(C)c(C)c(C)c(C)c2C)nn1,1,-1.8%,4%,-1%,-2%,0%,-6,-4,i,29%

# Molecules from the list above that have a thiophene ring, fused or not:
mol,TNAP activation fold,XIAP displacement,LYP phosphatase,human PMI inhibition,P. falciparum M1AAP,PMI inhibition,WT yeast gro inh,WT yeast gro inh mutant strain,Yfh1-off respiration,M17LAP inhibition
O=C(CSc1nc2c(sc3ccccc32)c(=O)n1CCCN1CCCC1)NCC1CCCO1 (stereo not given),1.1,-1.0%,-9%,-1%,5%,-8%,-3,16,i,-7%
NC(=O)C1=C[C@@H](c2csc3ccccc23)C[C@@H](OCc2ccc(CO)cc2)O1,/,/,-2%,/,3%,/,/,/,i,-2%
CN(/N=C/c1cccs1)c1cc(=O)n(C)c(=O)[nH]1,1.1,-3.1%,-3%,4%,10%,10%,-2,-10,i,52%

# The list goes on.
mol,TNAP activation fold,XIAP displacement,LYP phosphatase,human PMI inhibition,P. falciparum M1AAP,PMI inhibition,WT yeast gro inh,WT yeast gro inh mutant strain,Yfh1-off respiration,M17LAP inhibition
CC(=O)c1ccc(NCC(=O)N2CCN(c3ccccc3)CC2)cc1,1.1,-14%,-10%,-53%,0%,-78%,2,16,/,3%
CN(C)c1ccc2c(O)cc(=O)n(C)c2c1,1,-5.9%,-5%,47%,2%,56%*,/,/,i,-7%
Cc1nc(NCCCO)c(C#N)c2c1COC(C)(C)C2,1.1,-6.2%,-16%,10%,11%,11%,-8,76,i,-104%
CCCn1c(C)cc(C(=O)COC(=O)c2c(C)nn(-c3ccccc3)c2C)c1C,1.1,-2.8%,3%,19%,4%,13%,22,1,i,4%
COc1ccc(NC(=O)Nc2cccc(NC(C)=O)c2)c(OC)c1,1.1,0.0%,-9%,0%,6%,3%,9,2,i,-4%
C/C(=N\OCC(=O)Nc1nc2ccccc2s1)c1ccccc1,1.2,-0.9%,0%,1%,-3%,1%,46,32,i,-2%
CC(C)OC(=O)Cn1cnc2ccc(Br)cc2c1=O,1.1,-3.7%,-6%,8%,5%,8%,-1,-32,i,1%
CCC(C(=O)Nc1cc(Cl)ccc1OC)c1ccccc1 (stereo not given),1,-3.8%,0%,4%,2%,4%,-13,-3,i,-7%
Cc1ccc(S(=O)(=O)N(CC(=O)N2CCC(C)CC2)c2ccccc2)cc1,1.1,3.1%,-1%,4%,0%,4%,2,1,i,1%
COC(=O)c1ccc(CSc2nnc(CS(=O)Cc3ccc(Br)cc3)n2-c2ccccc2)cc1 (stereo not given),1.1,2.4%,3%,4%,-2%,3%,23,-6,i,11%
COC(=O)c1c(-c2ccc(OC)c(OC)c2)csc1N,1.2,-1.9%,-10%,26%,-2%,20%,-9,-20,i,27%
CCc1ccc(C(C(=O)NC2CCCCC2)N(C(=O)c2ccccn2)c2cccnc2)cc1 (stereo not given),1.1,-1.3%,-8%,/,-11%,/,13,39,i,-6%
COC(=O)C(CC(C)C)NC(=O)C(N)Cc1ccccc1 (stereo not given),1.1,-4.8%,-8%,-8%,0%,-2%,-29,-20,i,0%
Clc1cccc(OCc2nc(-c3ccncc3)n[nH]2)c1,1,-21%,-1%,-6%,10%,8%,7,-1,i,7%
COc1ccc(C(C)(C)C)cc1NC(=O)Nc1ccc2c(c1)OCO2,1.1,-1.5%,4%,18%,7%,22%,68*,15*,/,8%
CCOc1ccc2c(c1)c1nnc(SCC(=O)N3CCC(C)CC3)nc1n2C,1,0.1%,5%,18%,8%,17%,-3,14,i,15%
COCCn1c(C)cc(C(=O)COC(=O)C23CC4CC(CC(O)(C4)C2)C3)c1C,1.2,-1.9%,-4%,1%,1%,-5%,-16,-3,i,3%
O=C(NC(=S)Nc1ncc(Br)cc1Br)c1cncc(Br)c1,0.8,-2.2%,0%,5%,-7%,-5%,3,-2,i,-1%
CCCCOC(=O)c1ccc(NC(=O)/C=C/c2cccs2)cc1,1,-1.3%,-3%,12%,10%,-6%,46,-3,i,1%
COc1ccc(OC)c(S(=O)(=O)n2nnc3cc(Cl)ccc32)c1,1,-7.3%,-2%,-3%,9%,-13%,5,6,i,103µM*
CC1CC(NC(=O)CC#N)CC(C)(C)C1 (stereo not given),/,/,1%,/,2%,/,/,/,i,-8%
COCCNC(=S)Nc1ccc(Cl)c(Cl)c1,1.1,-1.4%,-11%,-7%,1%,-10%,11,28,i,-1%
COc1ccc(-c2c(C#N)c(C)nc3c2C(=O)c2ccccc2-3)cc1,1.1,-28%,-2%,3%,1%,-10%,1,-19,/,-2%
O=C(N/N=C/c1cc(O)ccc1[N+](=O)[O-])c1ccc2c(c1)OCCO2,/,/,-2%,/,11%,/,/,/,i,28%
COc1cccc(NC(=S)/C(=C(\[O-])c2ccc(OC(F)F)cc2)[n+]2ccccc2)c1,1.1,-3.5%,0%,10%,3%,44%,-2,13,i,3%
C=CCc1c(C)nc2c(C(=O)O)cnn2c1C,1.1,-2.8%,-4%,1%,10%,2%,9,1,i,4%
O=C(NCc1ccccc1F)c1ccc2c(c1)OCO2,1,-5.0%,2%,3%,-5%,4%,6,0,i,5%
C#CCn1c(=NC(=O)c2ccc(Br)s2)sc2cc(NC(C)=O)ccc21,1,-5.0%,-21%,3%,7%,2%,-16,-18,i,4%
Cc1[nH]c2ccccc2c1SCC(=O)N1CCC(C)CC1,1.2,-7.4%,-3%,9%,-1%,12%,-8,-2,i,6%
COc1ccccc1-c1cc(C(=O)Nc2sc3c(c2C#N)CCC(C)C3)c2ccccc2n1 (stereo not given),1,-1.8%,5%,20%,1%,8%,1,-9,i,0%
O=S(Cc1cc(Sc2ccccc2)nc(-c2ccccc2)n1)c1ccccc1 (stereo not given),1,-5.8%,7%,18%,2%,16%,59*,33*,i,3%
O=C(NCCc1ccncc1)Nc1ccc(Cl)cc1,1.1,-0.1%,-5%,14%,5%,10%,-3,2,i,21%
Cc1cc(C)cc(N2CCCC2=O)c1,1.1,-0.6%,-6%,-2%,1%,2%,-7,-6,i,1%
Cc1ccc(Oc2ccc(-c3nc(N)nc(N)n3)cc2)cc1,1,2.4%,-2%,13%,-2%,11%,39,35,i,1%
CS(=O)(=O)N1CCc2cc(NC(=O)c3ccc(Cl)cc3Cl)ccc21,1.2,-1.4%,-4%,-2%,1%,-3%,17,-5,i,5%

# Hits appear at their usual frequency; about 3.7% have a hit in one of these screens.
